Screening data (PubChem)
TDP43 rescue – qHTS of TDP-43 Inhibitors. TDP-43 expressing yeast growth rescue, BacTiter-Glo, 24 h. Potency, µM (top dose mostly 46.1 µM), for the others: at the highest dose growth rescue (activation), usual class: activators. 410,000 compounds, 1.8% hits; also: potency is read from the fitted curve at half-maximal effect; % of control where 0% means no effect; nearly all actives have a fitted effect of over 50% in size
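Luminescence from BacTiter-Glo reports growth of TDP-43-expressing yeast after 24 hr at 30 deg C with compound. Cells were raffinose-pregrown to mid-log, then seeded in galactose medium at OD600=0.02.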
DRD3 antagonist – qHTS of D3 Dopamine Receptor Antagonist: qHTS. max response, negative = inhibition, %. 360,000 compounds, 2.5% hits. D3R cells, DiscoveRx beta-arrestin luminescence, antagonist mode; hits give low values; in the data active = max response below about -50%; inconclusive = no clear call, values can overlap the other calls; also: % is scaled to controls: 0 for no effect and ±100 for the full control effect; mostly tested at two doses, the higher about 12 µM
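Cells plated overnight at 1500 cells/well, then exposed to library compounds with dopamine controls for 90 minutes at 37 degrees C. DiscoveRx reagent added for 30–60 minutes at room temperature; luminescence read, quantitative HTS format.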
GLP1R inv ag – qHTS of GLP-1 Receptor Inverse Agonists (Inhibition Mode). Glucagon-like peptide 1 receptor (Homo sapiens), P43220. HEK293 GLP-1R CRE-luciferase, luminescence, 24 h; GLP-1R form is constitutively active. Potency, µM (series often up to 38.3 µM), for the others: at the highest dose activity change, negative = inhibition, hits mostly inhibitors. 410,000 compounds, 1.6% hits. AID 624417, 2012; also: potency is read from the fitted curve at half-maximal effect; % is scaled to controls: 0 for no effect and ±100 for the full control effect; nearly all actives have a fitted effect of over 55% in size
Target sequence (P43220 whole entry, looked up): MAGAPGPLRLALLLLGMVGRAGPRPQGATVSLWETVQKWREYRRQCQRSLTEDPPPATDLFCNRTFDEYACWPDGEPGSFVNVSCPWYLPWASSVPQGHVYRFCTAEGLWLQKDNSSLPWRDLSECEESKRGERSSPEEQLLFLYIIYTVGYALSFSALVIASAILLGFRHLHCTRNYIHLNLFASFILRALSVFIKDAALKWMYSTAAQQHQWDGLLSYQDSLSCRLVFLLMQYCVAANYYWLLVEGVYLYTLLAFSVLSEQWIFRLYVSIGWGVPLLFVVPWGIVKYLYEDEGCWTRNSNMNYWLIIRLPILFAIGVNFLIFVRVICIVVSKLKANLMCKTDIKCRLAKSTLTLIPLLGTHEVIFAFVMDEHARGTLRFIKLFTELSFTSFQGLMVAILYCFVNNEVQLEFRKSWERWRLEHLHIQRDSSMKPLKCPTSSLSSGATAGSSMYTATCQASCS
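GLP-1R inverse agonism mode: basal reporter luminescence in engineered HEK293 cells measured after one day of compound exposure at 37 deg C, with a 12 min room-temperature detection step.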
GLP1R ag – qHTS of GLP-1 Receptor Agonists; Glucagon-like peptide 1 receptor (Homo sapiens), P43220; 380,000 compounds, 0.007% hits; AID 624172, 2012; HEK293 GLP-1R CRE-luciferase, luminescence, 4-6 h; cells express a hypersensitive GLP-1R form; Potency, µM (top dose mostly 45.6 µM), without a hit: top-dose activation, actives largely listed as activators; also: potency is read from the fitted curve at half-maximal effect; % of control where 0% means no effect
aSyn rescue – qHTS of alpha-syn Inhibitors. Yeast expressing alpha-synuclein, growth rescue, BacTiter-Glo, 24 h. Potency, µM (doses to about 46.1 µM), inactives show at the top dose growth rescue (activation), actives largely listed as activators. 370,000 compounds, 0.14% hits. AID 652106, 2013; also: potency is read from the fitted curve at half-maximal effect; % of control where 0% means no effect; nearly all actives have a fitted effect of over 65% in size
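Rescue of yeast growth: cells expressing toxic alpha-synuclein, induced in galactose at OD600 0.02, incubated with compound 24 h at 30 C. ATP luminescence quantified growth; inhibitors of toxicity appear as activators.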
FUS yeast rescue – qHTS for Suppressors of FUS Proteinopathy: Primary screen using FUS-linked yeast assay. S. cerevisiae FUS-expressing, growth rescue, OD600, 24 h. Potency, µM (top dose mostly 76.6 µM), without a hit: top-dose growth rescue (activation), hits mostly activators. 390,000 compounds, 0.24% hits;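 also: potency is read from the fitted curve at half-maximal effect; plate controls were DMSO vehicle for no effect and reference control for full effect; nearly all actives have a fitted effect of over 55% in size; some results filed as inactive show a strong effect at the top dose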
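Absorbance at 600 nm, taken 24hr after compound addition, measured rescue of FUS-yeast growth at 30C. Induction used 2% galactose with seeding at OD 0.005. Controls: CP55940 from 92uM final, DMSO only.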
pAkt inh – HTS Assay for Inhibitors of Akt Phophorylation: Primary Screen; Neuro2A IGF-stimulated pAkt S473 HTRF, 20 min; hits give low values; activity change, % for hits at 50 µM; 360,000 compounds, 0.32% hits; in the data active = activity change below about -80%; inconclusive = mostly about -51% to -80%; also: % is scaled to controls: 0 for no effect and ±100 for the full control effect
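Single-point screen (50 µM final compound) in Neuro2A cells stimulated 20 min with 6 nM IGF at 37 deg C. After lysis, Ser473-phosphorylated Akt read by HTRF (ex 330 nm, em 615/665 nm) as the 665/615 ratio.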
Abeta rescue – qHTS for compounds that reverse cellular toxicity of Amyloid beta (A-beta) peptide in yeast: Primary Screen; yeast expressing A-beta42, growth rescue, OD600, 48 h; response scale: 0% DMSO, 100% iron-clioquinol control; Potency, µM (series often up to 46.1 µM), for inactives: at the highest dose growth rescue, actives largely listed as activators; 410,000 compounds, 0.063% hits; AID 1347071, 2019; also: potency is read from the fitted curve at half-maximal effect; nearly all actives have a fitted effect of over 55% in size
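Yeast growth medium received pinned compounds, then yeast cells expressing toxic A-beta were added; plates incubated at 30 C for 48 hr. Growth read as absorbance at 600 nm, normalized to DMSO and equimolar FeCl3 plus clioquinol controls.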
PTHR1 ag – qHTS for PTHR1 Agonists: Primary Screen; 410,000 compounds, 0.075% hits; Parathyroid hormone/parathyroid hormone-related peptide receptor (Homo sapiens), Q03431; HEK293 GP2 PTHR1 cells, GloSensor cAMP luminescence, 1 h; Potency, µM (titrated, usually from 115 µM), for inactives: at the top dose activation, actives largely listed as activators; also: potency is read from the fitted curve at half-maximal effect; nearly all actives have a fitted effect of over 55% in size; some results filed as inactive show a strong effect at the top dose; inactives centre near -15; many of its hits are not listed in these tables
Target sequence (Q03431 whole entry, looked up): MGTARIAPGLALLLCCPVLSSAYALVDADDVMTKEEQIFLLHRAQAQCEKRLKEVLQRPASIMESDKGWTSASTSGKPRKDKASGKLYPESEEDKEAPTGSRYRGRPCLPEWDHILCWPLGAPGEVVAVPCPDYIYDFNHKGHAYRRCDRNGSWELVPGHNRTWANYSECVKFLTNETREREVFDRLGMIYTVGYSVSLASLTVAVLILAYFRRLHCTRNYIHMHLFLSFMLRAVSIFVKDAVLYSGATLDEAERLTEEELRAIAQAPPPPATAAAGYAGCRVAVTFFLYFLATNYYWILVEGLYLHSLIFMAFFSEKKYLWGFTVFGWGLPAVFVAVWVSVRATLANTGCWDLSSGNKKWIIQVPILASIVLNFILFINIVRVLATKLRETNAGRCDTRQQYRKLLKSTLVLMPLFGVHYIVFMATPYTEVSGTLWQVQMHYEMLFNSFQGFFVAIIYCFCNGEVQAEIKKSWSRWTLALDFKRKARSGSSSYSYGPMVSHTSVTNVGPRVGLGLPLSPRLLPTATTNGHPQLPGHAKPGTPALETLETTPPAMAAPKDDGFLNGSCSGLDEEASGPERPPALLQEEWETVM
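HEK-293-derived GP2 cells expressing PTHR1 and a GloSensor cAMP reporter, 3,000/well, plated overnight, given luciferin plus IBMX (each 0.5 mM as added) for 1 h at 37 °C, then compound for 1 h at 37 °C. Luminescence was read after 15 min at room temperature.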
* marks the source's active call; other numbers are inactive results; i = inactive; ? = inconclusive; . = no result given; & = joins results of further samples; [ ] = another dose, or the depositor's remark. Unless noted, calls follow the shape of the dose curve; as a rule, active = well fitted curve in the direction sought with a large enough effect; inconclusive = small, poorly fitted or top-dose-only effect, or another doubt; inactive = no such curve, though single readings can be large; an effect the other way counts as inactive or inconclusive.

SMILES	TDP43 rescue	DRD3 antagonist	GLP1R inv ag	GLP1R ag	aSyn rescue	FUS yeast rescue	pAkt inh	Abeta rescue	PTHR1 ag
COCCSc1nnc(NC(=O)C2CCCCC2)s1	?	3.1	-1.3%	?	3.6%	6.2%	i	16.9%	-18.4%[57.5 µM]
CCCN(CCC)S(=O)(=O)c1ccc(N2CCCC2=O)c([N+](=O)[O-])c1	21.0%	12.0	-7.4%	12.9%	8.0%	.	i	0.4%	-14.5%
CCn1c(=N)c(C(=O)NCc2ccccc2)cc2c(=O)n3cccc(C)c3nc21	11.8%	.	9.7%	0.4%	.	-8.4%	.	-5.8%	i
COc1ccc(OC)c(C(=O)c2ccc(Cl)cc2)c1	12.6µM*	6.3	?	-1.9%	17.9%	0.5%	i	10.6%	-3.8%
NC(N)=NCC(O)CN(c1ccccc1)c1ccccc1 (stereo unspecified)	-5.3%	0.4	?	12.0%	4.6%	7.1%	i	9.8%	i
CC(C)c1nc(N2CCOCC2)c(C#N)c2c1COC(C)(C)C2	9.3%	2.8	26.7%	13.9%	1.0%	6.3%	i	11.9%	i
Cc1cc2ncn(C(=O)c3ccc(F)cc3)c2cc1C	0.0%	-8.7	7.6%	-2.0%	-4.4%	-2.5%	i	0.9%	-4.8%
CCN(CC)C(=O)C1CCCN(C(=O)c2ccc3nc(-c4cccc(OC)c4)oc3c2)C1 (stereo unspecified)	14.7%	0.9	11.5%	-3.7%	-1.1%	32.3%	i	-0.1%	i
COc1cccc(CC2(CO)CCCN(Cc3ccc4c(c3)OCCO4)C2)c1 (stereo unspecified)	.	-20.7	?	14.1%	-5.6%	8.7%	i	2.5%	i
O=C(CN1C(=O)COc2ccc(Cl)cc21)Nc1ccc(F)cc1	?	.	-9.7%	.	.	12.8%	.	-6.5%	-7.0%
CCN1CCN(c2nc3ccccn3c(=O)c2/C=C(\C#N)S(=O)(=O)c2ccccc2)CC1	-5.3%	-6.6	5.1%	20.6%	-5.0%	7.7%	i	-16.3%	i
Cc1nnc(N/N=C/c2ccccc2F)n1N	6.5%	0.8	20.1%	5.3%	-8.3%	-3.2%	i	27.5%	i

Next part, starting with the last 2 of the part before.
SMILES	TDP43 rescue	DRD3 antagonist	GLP1R inv ag	GLP1R ag	aSyn rescue	FUS yeast rescue	pAkt inh	Abeta rescue	PTHR1 ag
CCN1CCN(c2nc3ccccn3c(=O)c2/C=C(\C#N)S(=O)(=O)c2ccccc2)CC1	-5.3%	-6.6	5.1%	20.6%	-5.0%	7.7%	i	-16.3%	i
Cc1nnc(N/N=C/c2ccccc2F)n1N	6.5%	0.8	20.1%	5.3%	-8.3%	-3.2%	i	27.5%	i
CN1CCN(c2nc(-c3cccc([N+](=O)[O-])c3)nc3ccccc23)CC1	-25.8%	-23.6	?	?	0.6%	20.9%	i	0.0%	14.8%
O=C(NC12CC3CC(CC(C3)C1)C2)c1ccc(N2CCNCC2)c([N+](=O)[O-])c1	-27.1%	14.8	?	1.0%	3.8%	3.2%	i	-11.4%	i
CCCCCc1cc(OC)cc2c1C(=O)OC(C)(C)O2	6.8%	-18.6	-6.7%	-2.5%	0.4%	-23.3%	i	-10.0%	-22.2%
CC(C)c1cccc(OCCN2CCCC2)c1	-9.8%	-99.8*	0.9%	-2.0%	2.6%	-14.1%	i	-6.9%	i
O=C(CSc1ccc(Br)cc1)Nc1ccc(N2CCOCC2)cc1	8.3%	19.7	-2.9%	1.4%	3.1%	-9.4%	i	7.7%	i
Cc1ccc(-c2ccc(=O)n(CC(=O)N3CCN(c4cccc(C)c4)C(C)C3)n2)cc1 (stereo unspecified)	10.0%	5.9	-0.3%	2.0%	?	?	i	11.9%	-31.1%[inhibitor]
Cc1cc(Cl)ccc1NC(=O)CCCn1nc(C)c2c(C)n(-c3ccccc3)nc2c1=O	0.0%	.	2.0%	.	.	5.7%	.	-1.1%	-14.1%
O=C(NCc1ccc(Cl)cc1)C1CCC(CNS(=O)(=O)c2ccccc2)CC1 (stereo unspecified)	-3.3%&-14.6%	-7.7	-23.9%&-5.8%	-7.7%	-2.7%	-27.1%&-38.9%	i	2.8%&-13.7%	-19.2%&-65.7%
Cc1ccc2c(c1)CCCN2C(=O)c1ccoc1C	-17.9%	?	?	3.9%	1.5%	5.62µM*	.	-21.7%	1.9%[57.5 µM]
COc1ccc(-c2nc(CS(=O)(=O)CC(=O)NCc3ccccc3Br)c(C)o2)cc1	14.8%&9.0%	21.5	?	16.5%	2.0%	9.4%&28.5%	i	4.1%&-0.6%	-41.5%&-13.5%[inhibitor]
COc1ccccc1C(NC(=O)C1CCN(CCOc2ccc3ccccc3c2)CC1)c1ccccn1 (stereo unspecified)	8.7%	-29.3	?	3.0%	-7.7%	?	i	-1.5%	-16.0%
O=C(CCCOc1ccccc1)Nc1ccc2c(c1)OCCO2	23.8%	-3.5	87.0%[activator]	2.1%	-1.4%	19.0%	i	5.7%	-49.2%[inhibitor][57.5 µM]
CCN1/C(=C2\OC(=S)N(C)C2=O)C=Cc2ccccc21	3.8%	-5.7	-9.1%	-2.8%	-2.1%	19.0%	i	8.3%	-8.3%
COc1ccc(Cc2nc(C)cc(Cl)n2)cc1[N+](=O)[O-]	7.5%	-24.4	2.6%	3.5%	5.6%	24.4%	i	-15.8%	-27.8%
Cc1cccc(N2C(=O)C3C4CC(C(Br)C4Br)C3C2=O)n1 (stereo unspecified)	1.7%	1.5	-3.0%	4.5%	-0.1%	-2.5%	i	2.5%	i
COc1ccc(CNC(=O)CCSCc2ccccc2C)cc1	7.08µM*	9.4	?	9.0%	15.6%	12.4%	i	13.5%	-2.0%
CCOc1cc(S(=O)(=O)N2CCN(S(=O)(=O)CC)CC2)c(OCC)cc1-n1cnnn1	-18.4%	11.9	6.0%	-1.2%	-0.7%	-9.9%	i	-5.2%	-14.8%
Cc1ccc(NC(=O)c2ccc3c(=O)n4c(nc3c2)CCC4)cc1S(=O)(=O)N(C)C	10.0%	14.9	13.4%	0.0%	-3.6%	18.5%	i	8.3%	-15.6%
COc1ccc(NC(=O)C2CC2)cc1NS(=O)(=O)c1ccc(F)cc1	15.3%	?	-3.3%	0.9%	-9.9%	14.9%	i	-1.8%	-4.5%[57.5 µM]
CC(C)NC(=O)COc1coc(CN2CCN(Cc3ccccc3)CC2)cc1=O	-6.8%	-3.1	15.4%	6.5%	-1.4%	-18.6%	i	13.1%	-7.3%
Cc1cc(Cl)ccc1NC(=O)C1CCN(S(=O)(=O)c2ccc3[nH]c(=O)ccc3c2)CC1	23.2%	.	15.4%	-3.3%	-6.6%	-4.7%	.	-3.5%	i
Cc1nc(C)c(C(=O)C2=C(O)C(=O)N(CCN3CCOCC3)C2c2cccnc2)s1 (stereo unspecified)	-7.2%	22.8	18.7%	-1.1%	-3.3%	-8.8%	i	-4.5%	-7.2%[57.5 µM]
CN(C)CCN[C@H]1CCC2C3CC=C4C[C@@H](O)CC[C@]4(C)C3CC[C@@]21C (stereo partly specified)	?	7.8	?	-2.0%	11.5%	-2.6%	i	-32.0%[inhibitor]	i
CCOC(=O)N1CCN(C(=O)COC(=O)c2ccc(S(=O)(=O)N(CC)CC)cc2)CC1	16.3%	6.6	-1.3%	-14.2%	1.4%	14.6%	i	-6.6%	i
Cc1ccc(N2C(=O)CCC2(C(N)=O)c2ccccc2)cc1 (stereo unspecified)	-20.4%	2.4	14.8%	-3.9%	1.5%	0.6%	i	-4.9%	4.7%
COc1cc(OC)cc(C(=O)N[C@H](C(=O)Nc2ccc3c(c2)OCO3)C(C)C)c1	-7.7%	-4.6	?	10.6%	-0.2%	13.8%	i	-5.2%	i
CCCCSCCCNC(=O)Nc1cccc(OC)c1	8.1%	10.1	?	19.8%	2.1%	7.5%	i	-13.2%	-27.5%
O=C(COc1ccc(S(=O)(=O)N2CCOCC2)cc1Cl)NC1CC1	8.3%	-16.1	-1.5%	4.9%	-4.3%	3.1%	i	-16.0%	-32.7%[inhibitor]
O=C(NC(=S)Nc1ccc(S(=O)(=O)Nc2nccs2)cc1)c1ccccc1	6.6%	0.0	14.6%	-1.4%	-1.5%	.	i	-5.3%	i
COc1cc(OC)c2c(-c3ccccc3)cc(=O)oc2c1C(CCN1CCCC(C)C1)c1ccc(N(C)C)cc1 (stereo unspecified)	-0.3%	?	?	2.0%	-2.1%	29.7%	i	5.4%	-16.8%
CCOC(=O)Cc1ncccc1C(=O)Nc1ccc(OC(F)(F)F)cc1	-17.1%	8.0	6.5%	4.0%	1.1%	?	i	-7.8%	-22.7%
O=C1c2cccc3c([N+](=O)[O-])ccc(c23)C(=O)N1c1nccs1	27.2%	-29.3	0.0%	-20.9%	-0.3%	40.2%	i	-82.2%[inhibitor]	-12.3%[57.5 µM]
Cc1cnc(C(=O)OCC(=O)c2cccc3ccccc23)cn1	13.1%	1.0	-3.8%	-13.0%	4.9%	13.6%	i	7.1%	i
CCCCOC(=O)c1ccc(NC(=O)c2cnccn2)cc1	?	10.6	10.3%	-7.7%	4.7%	42.1%	i	6.2%	-8.1%[57.5 µM]
Nc1ncc2c(n1)-c1cc(Cl)ccc1SC2	-2.1%	-11.5	-17.7%	1.2%	3.1%	49.9%	i	-21.1%	-19.6%
CC(C)CCNC(=O)CCCc1ccccc1	-2.5%	-14.3	3.8%	10.4%	-9.0%	14.7%	i	-6.4%	-20.5%

These rows are one share of the data. The share of hits here may be higher or lower than overall.
